Source: PubChem BioAssay (several laboratories)
Peg3 prom inh: Peg3 promoter-driven luciferase inhibitors, primary screen, cell-based, HeLa, luciferase luminescence; HeLa PEG-Prom luciferase reporter, overnight; inhibition, % at 20 µM; 1.7% of 360,000 active; AID 588405, 2011;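 active = inhibition of at least 50% at 20 µM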
HIF-2a inh: HIF-2a reporter inhibitors, primary screen, luminescence, 786-0 RCC cells; 786-0 RCC cells HIF-2a reporter, luciferase luminescence, overnight; inhibition, % at 18.8 µM; 0.72% of 360,000 active; AID 624352, 2012;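 active = inhibition of the luminescence signal of 40% or more relative to plate controls, in a single-dose primary screen at 18.75 µM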
CaV13 ICDI inh: Disruptors of the CACNA1D IQ motif to Ca2+-dependent inactivation inhibitor domain association, primary screening, Förster resonance energy transfer in intact living …; HEK cells, CFP/YFP FRET ICDI-IQ, plate reader, 10 min; percent FRET-ratio fall versus neutral wells; inhibition, % at 12.3 µM; 0.098% of 340,000 active;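 active = mean replicate inhibition of at least 30% and at least 1% of replicates passing that level; inconclusive = only one of the two criteria is met; inactive = neither criterion is met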;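 also: 0% = median of the neutral control wells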
KKLEB tox: cytotoxicity in KKLEB CF airway cells, primary screen, cytotoxicity control for CF NF-kB inhibitor project, cell-based, uHTS, fluorescence assay plates; KKLEB CF airway cells viability, ATPlite luminescence, overnight; stronger effect = lower value; cells stimulated with P. aeruginosa culture filtrate; 0.36% of 360,000 active; AID 602141, 2011; activity change (cytotoxicity), % at 5 µM;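 active = corrected activity change at or below -50% at 5 µM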
TRPM1 prom inh: inhibitors of MITF-dependent TRPM1 promoter reporter, primary screen, cell-based, SK-MEL-5, single point, luciferase; inhibition, % at 12.5 µM; SK-MEL-5 TRPM1 promoter luciferase, 24 h; 0.83% of 330,000 active;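 active = mean inhibition across replicates of 60% or more, whatever share of single replicates reaches that level; inconclusive = some that reach 60%, reason not given; inactive = mean inhibition across replicates below 60%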; also: values of inactives mirror those of a sister screen read the other way
PDI inh: inhibitors of human PDI, primary screen, biochemical, turbidity, single point, plate reader; PDI insulin aggregation turbidity, A650, 90 min; 0.052% of 350,000 active; Protein disulfide-isomerase (Homo sapiens), P07237; inhibition, % at 10 µM; AID 588391, 2011;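 active = mean inhibition across replicates of 30% or more, whatever share of single replicates reach that level; inconclusive = mean inhibition below 30% while every single replicate reaches 30%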;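 also: absorbance from insulin aggregation driven by PDI reduction with DTT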
Target sequence (P07237 whole entry, looked up): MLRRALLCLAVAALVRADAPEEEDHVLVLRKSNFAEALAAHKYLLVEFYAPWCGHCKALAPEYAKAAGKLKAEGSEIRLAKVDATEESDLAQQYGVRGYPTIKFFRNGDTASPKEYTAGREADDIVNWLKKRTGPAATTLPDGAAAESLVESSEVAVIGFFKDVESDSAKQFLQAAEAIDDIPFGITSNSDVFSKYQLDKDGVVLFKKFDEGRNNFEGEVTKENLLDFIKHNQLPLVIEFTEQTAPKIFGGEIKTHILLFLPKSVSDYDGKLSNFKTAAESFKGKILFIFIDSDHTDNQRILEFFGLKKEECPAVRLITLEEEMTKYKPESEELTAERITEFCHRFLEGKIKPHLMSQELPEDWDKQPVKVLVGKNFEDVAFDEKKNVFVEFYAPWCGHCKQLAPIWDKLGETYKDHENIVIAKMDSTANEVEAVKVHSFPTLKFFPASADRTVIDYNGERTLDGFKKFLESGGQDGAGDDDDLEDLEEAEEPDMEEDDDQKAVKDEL
CF NFkB block: inhibitors of PAF-induced NF-kB signaling, primary screen, cell-based, GFP fluorescence, uHTS; KKLEB NF-kB-GFP reporter, GFP fluorescence overnight; inhibition, % at 5 µM; 0.86% of 360,000 active; AID 588850, 2011;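 active = at least 50% inhibition at 5 µM, scaled per plate between neutral and stimulator controls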;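 also: PAF is a Pseudomonas aeruginosa culture filtrate used as stimulus; plate controls were PAF-stimulated DMSO wells for no effect and unstimulated DMSO wells for full effect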
NR2E3 ag-1: inhibitors of NR2E3-RetCOR corepressor binding, primary screen, NR2E3 agonist project, biochemical, TR-FRET, GST-NR2E3, biotin-RetCOR. AID 2300, 2010. 1536-well. 0.12% of 320,000 active. inhibition of corepressor binding, % at 4.78 µM;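 active = percent inhibition above the cutoff of mean plus 3 SD of all tested compounds, set per screening campaign, cut at about 20% in these data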;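 also: 0% = DMSO wells and 100% = biotin wells as full block of FRET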
Target sequence (Q9Y5X4 whole entry, looked up): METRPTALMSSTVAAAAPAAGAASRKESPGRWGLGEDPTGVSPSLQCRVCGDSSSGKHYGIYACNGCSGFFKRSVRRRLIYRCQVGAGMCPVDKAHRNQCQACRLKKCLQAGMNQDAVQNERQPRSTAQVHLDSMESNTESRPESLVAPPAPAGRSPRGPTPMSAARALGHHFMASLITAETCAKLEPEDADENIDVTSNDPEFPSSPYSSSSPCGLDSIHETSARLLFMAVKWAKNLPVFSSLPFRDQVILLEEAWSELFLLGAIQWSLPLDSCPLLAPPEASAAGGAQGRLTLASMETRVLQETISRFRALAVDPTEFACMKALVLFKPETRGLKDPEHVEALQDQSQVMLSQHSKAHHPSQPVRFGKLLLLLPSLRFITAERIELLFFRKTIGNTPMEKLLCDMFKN
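System: GST-tagged NR2E3 plus biotinylated RetCOR corepressor; Amount: 1.35 nM GST-tagged NR2E3 final; Dosing: single nominal compound dose of 4.8 µM; Schedule: 5 h incubation at 4 °C; Technique: TR-FRET with europium anti-GST and streptavidin-D2, 340 nm excitation; Controls: biotin wells as high control, 0.6% DMSO wells as low control.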
Shn3 3UTR inh: reduction of Shn3 3'UTR firefly luciferase signal, primary screen, Schnurri-3 inhibitor project, cell-based, Clone20 osteoblasts, set 2 | Clone20 osteoblast Shn3 3'UTR firefly luciferase, 24 h | inhibition, % at 12.5 µM | 0.52% of 360,000 active | AID 588674, 2011;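 active = mean inhibition of at least 75% with every replicate also reaching 75%; inconclusive = mean inhibition at least 75% but some replicate below; inactive = mean inhibition below 75%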;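 also: 0% = median of neutral control wells and 100% = pilot-screen positive control compound; some compounds past the cut are filed as inactive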
NR2E3 ag-2: NR2E3 agonists in two-hybrid cells, primary screen, cell-based, luminescence, CHO-S, Gal4-NCOR/VP16-NR2E3. inhibition of corepressor binding, % at 3.98 µM. AID 602229, 2012. Photoreceptor-specific nuclear receptor (Homo sapiens), Q9Y5X4. 0.35% of 360,000 active. luciferase;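 active = inhibition above the mean of all tested compounds plus 3 SD, cut at about 70% in these data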;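 also: 0% = DMSO with NR2E3 transfected cells and 100% = cells lacking NR2E3 construct; higher means lower luciferase signal from less NR2E3 corepressor binding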
Vif imaging: HIV Vif self-association inhibitors, primary screen, imaging, HEK293T, single point | AID 602346, 2012 | 0.35% of 340,000 active | inhibition, % at 7.49 µM | HEK293T cells, Vif self-association by quenched fluorescence, 24 h; in the data active = inhibition above about 50%, passing the limit was not always enough; inconclusive = no clear call, values can overlap the other calls; inactive = below about 31%; also: some results filed as inactive read as strong as hits
Numbers without * were called inactive; ? = inconclusive; · = no result given.

SMILES	Peg3 prom inh	HIF-2a inh	CaV13 ICDI inh	KKLEB tox	TRPM1 prom inh	PDI inh	CF NFkB block	NR2E3 ag-1	Shn3 3UTR inh	NR2E3 ag-2	Vif imaging
Brc1cccc(-c2nnc(SCc3ccon3)n2-c2ccccc2)c1	21	24	-5	14	-8	·	-6	2	-3	13	-5
C/C=C/c1ccc(OCCN2C(=O)NC(C)(C)C2=O)c(OC)c1	4	-4	-6	2	8	3	0	4	-14	21	0
CC(C)CNc1nc(Oc2ccc(=O)[nH]n2)nc(N(C)C)n1	-2	13	-6	-2	-6	0	-5	1	-14	8	11
CCN(CC)S(=O)(=O)c1cc(NS(=O)(=O)c2cccc(Cl)c2Cl)ccc1C	8	11	-3	14	-6	8	-22	1	10	16	7
CCN(Cc1ccc(OC)c(F)c1)C(C)C(=O)Nc1ccc(S(=O)(=O)N2CCCC2)cc1 (configuration not stated)	37	-7	-6	-11	9	0	-3	4	35	-6	1
Cc1ccc(C2C3=C(CC(C)(C)CC3=O)NC3=C2C(=O)c2ccccc23)cc1 (configuration not stated)	33	24	0	-4	-7	-12	15	-4	-55	-17	-2
O=C(CSc1nnc(-c2ccc(Cl)cc2)n1-c1ccc(Cl)cc1)N/N=C/c1ccco1	26	13	-2	-4	5	-8	-8	0	25	-13	-5
CC1(NC(=O)CCNC(=O)c2ccc(C(C)(C)C)cc2)CCS(=O)(=O)C1 (configuration not stated)	-7	4	-6	-4	2	0	19	4	9	-11	-3
CC(OC(=O)c1ccco1)C(=O)NC1CCCC1 (configuration not stated)	9	11	-4	-10	0	4	-1	5	0	-21	0
C/C(=N\N=C\c1ccc(N(C)C)cc1)c1cccc([N+](=O)[O-])c1	-221	-168	-5	12	-31	12	-22	1	-28	5	-8
CC1CCCC(C)N1CC(O)COc1c(F)cc(Br)cc1F (configuration not stated)	4	2	-5	4	8	3	-3	0	10	1	1
CCOC(=O)c1nn(-c2ccc(OCC)cc2)c2nc(CC(C)C)c(C#N)c(=O)n12	19	7	-4	8	-1	-8	-8	0	11	12	-1
CCc1nnc(NS(=O)(=O)c2ccc(NC(=O)C(c3ccccc3)c3ccccc3)cc2)s1	15	24	-4	-1	-1	8	3	-2	-13	9	0
COc1ccc(C(=O)NCC(=O)N2CCN(C(=O)c3ccco3)CC2)cc1[N+](=O)[O-]	14	10	-7	1	-6	-4	-26	·	2	-2	5
COc1ccccc1-c1c(C)oc2c(CN3CCCCC3C)c(O)ccc2c1=O (configuration not stated)	10	16	-21	10	9	3	-10	1	-6	-17	·
COc1ccc(C(=O)COC(=O)CCN2C(=O)C3C4CC(C(Br)C4Br)C3C2=O)cc1 (configuration not stated)	-3	19	-3	-7	-6	3	-4	0	-7	8	18
O=C(NCc1ccccc1Br)C1CCCO1 (configuration not stated)	0	8	-5	3	4	3	-11	0	-4	-14	·
Cn1c(Cn2c(=O)sc3ccccc32)nnc1SCc1cccnc1	-5	9	-2	-16	-5	·	10	-3	-9	-38	14
CC(=NO)c1ccc2c(c1)Cc1cc([N+](=O)[O-])ccc1-2	-248	-252	-7	32	3	-2	-55	·	-26	-68	-11
C[C@H](NC(=O)OC(C)(C)C)c1nnc(SCC(=O)c2ccc(Cl)cc2)o1	-6	10	-4	4	6	-4	-3	0	-24	5	1
O=C(O)C1C2C=CC(C2)C1C(=O)NCc1cccc(Cl)c1 (configuration not stated)	8	18	-4	-4	9	6	22	3	8	-15	13
O=C(c1cc2cc(Cl)ccc2[nH]1)N1CCCCC1	-150	-196	-18	-2	-38	8	4	0	-26	-44	-6
O=C(Nc1nc(-c2cccnc2)cs1)c1ccccc1Cl	11	5	-4	4	-6	-5	-2	2	-12	-2	1
CC1CC(C)CN(C(=O)c2ccc(C(=O)c3ccccc3)cc2)C1 (configuration not stated)	9	-2	-6	9	4	-1	-3	-2	23	-4	-11
O=C(Nc1nnc(-c2cccs2)o1)c1cccc(F)c1	-67	-89	-6	-3	-11	1	3	-3	10	8	13
Cc1ccc2c(N)c(C(=O)N(c3ccccc3)c3ccccc3)sc2n1	10	11	-6	2	8	-19	-6	1	2	21	-12
Cc1nc2ccc(S(=O)(=O)NCC(=O)N3CCCC(C)C3)cc2s1 (configuration not stated)	19	14	·	10	-1	-5	-5	1	-2	-18	9
CC(C)(C)C(=O)NC1(C(F)(F)F)NC(=O)N(c2ccccc2F)C1=O (configuration not stated)	13	14	7	-8	6	-5	7	2	-6	-8	-1
Cc1nnc(NCCc2ccccc2)c2ccccc12	-300	-198	-3	-10	-55	-2	2	-3	-39	-134	?
Cc1ccnc(NC(=O)CSc2ccc3c(c2)OCCO3)c1	-182	-160	-6	-2	-66	20	3	1	-33	-44	-1
Cc1ccc(O)c(NC(=O)CSc2n[nH]c(C)c2[N+](=O)[O-])c1	13	-28	1	-14	13	1	2	4	32	8	6
CCc1ccc(OCC(=O)NNC(=O)Cc2c(F)cccc2Cl)cc1	12	11	-1	-2	1	-9	14	-2	-18	0	2
Cc1ccc(C(=O)NNC(=S)NC(=O)c2ccccc2)cc1	18	0	-4	2	-6	-8	1	6	19	23	-14
CCCNC(=O)C(CC)NC(=O)c1cccc([N+](=O)[O-])c1 (configuration not stated)	1	5	-10	-3	8	-1	1	7	10	-2	15
Cc1sc(NC(=O)CSc2nnc(-c3ccc(F)cc3)o2)c(C#N)c1C	-7	-33	-5	-5	-3	-7	10	0	-18	15	-7
COC(=O)c1ccc2nc(-c3ccccc3)c(Cc3ccccc3OC)n2c1	-73	-114	-6	-6	·	·	3	·	2	-21	·
O=C(Nc1ccc(Cl)c(S(=O)(=O)N2CCOCC2)c1)c1cn2ccccc2n1	-1	-4	-7	6	-11	-3	6	6	-22	2	10
CCN(CC)c1ccc(NC(=O)c2ccc(Br)o2)cc1	-353	-271	·	10	-92	3	-7	-5	-33	-169	-1
CC(C)c1ccc(NC(=O)c2cc(Br)ccc2Br)cc1	-78	-93	-6	13	-23	-1	6	2	1	-41	-17
CCOC(=O)C/C(N)=N/NC(=O)c1ccc(Cl)cc1Cl	0	19	-3	3	9	-9	-16	6	-25	15	6
N#CC1(Nc2ccc(-c3ccc(Cl)cc3)cc2)CCCC1	-147	-153	-9	7	-59	8	-34	·	-25	-19	1
CC(C)(C)NC(=O)CSc1nncn1NCc1cccc2ccccc12	1	4	·	4	1	1	-10	4	1	6	-19
O=C(CCCCCl)Nc1c2c(nc3ccccc13)CCC2	12	14	-4	0	20	-4	-5	-2	1	6	-3
O/N=C/c1cn(-c2ccccc2)nn1	-49	-79	-5	9	-8	-1	6	1	7	-3	1
CCOC(=O)N1CCC(N2C(=O)c3ccc(C(=O)NCc4ccc(F)cc4)cc3C2=O)CC1	-9	13	-4	4	6	·	3	4	-17	-4	0
Cc1ccc(-n2c(N)c(C(=O)N3CCCCC3)sc2=S)cc1	-35	-67	·	2	-15	5	12	1	-8	-19	7
C=CCN(c1ccc(C(=O)NCCSc2ccccc2)cc1)S(C)(=O)=O	-98	-148	-3	-3	-31	6	11	4	-7	-28	7
O=C(NN1C(=O)C2C3C=CC(O3)C2C1=O)c1ccncc1 (configuration not stated)	14	12	-3	-4	8	-5	8	-4	5	22	·

Arranged by the number under CF NFkB block (rising): some entries from above
Molecule	Peg3 prom inh	HIF-2a inh	CaV13 ICDI inh	TRPM1 prom inh	PDI inh	CF NFkB block	NR2E3 ag-1	Shn3 3UTR inh	NR2E3 ag-2	Vif imaging
CC(C)(C)NC(=O)CSc1nncn1NCc1cccc2ccccc12	1	4	·	1	1	-10	4	1	6	-19
CCOC(=O)N1CCC(N2C(=O)c3ccc(C(=O)NCc4ccc(F)cc4)cc3C2=O)CC1	-9	13	-4	6	·	3	4	-17	-4	0
O=C(NN1C(=O)C2C3C=CC(O3)C2C1=O)c1ccncc1 (configuration not stated)	14	12	-3	8	-5	8	-4	5	22	·

Going on with the list.
SMILES	Peg3 prom inh	HIF-2a inh	CaV13 ICDI inh	KKLEB tox	TRPM1 prom inh	PDI inh	CF NFkB block	NR2E3 ag-1	Shn3 3UTR inh	NR2E3 ag-2	Vif imaging
C/C(=N\NC(=O)c1ccc(NS(=O)(=O)c2cccs2)cc1)c1ccc2ccccc2c1	0	13	-3	14	-20	6	-28	0	-11	-26	0
COC(=O)c1ccc2c(=O)n(CCN3CCOCC3)c(SCC(=O)Nc3ccc(C)cc3)nc2c1	-6	-9	-15	10	-7	-3	-26	-1	-6	2	-3
O=C(O)CC(C(=O)O)c1ccc(OCCCCOc2ccc(C(CC(=O)O)C(=O)O)cc2)cc1 (configuration not stated)	8	17	4	1	3	-3	-2	4	-2	17	0
COc1cc(CNC(=O)c2cnccn2)cc(OC)c1	13	1	-5	-6	-27	-5	-2	·	-3	-17	4
COc1cc2c(C(=O)NCc3ccccn3)cn(C)c(=O)c2cc1OC	0	7	-5	-5	-4	13	9	2	27	-3	-2
Cc1ccc(OCC(=O)Nc2ccc(S(=O)(=O)Nc3ccccn3)cc2)cc1	-7	15	-8	3	11	1	-7	1	7	9	4
Cc1cc(N2CCCCCC2)nc2ccccc12	10	-12	-5	-2	-3	-4	-4	4	-4	-20	4
CCCCNC(=O)N1CCCN(c2ccc(C#N)cn2)CC1	8	9	-17	-1	6	1	-19	-2	-2	-6	12
Cc1c(S(=O)(=O)Nc2ccc(Br)cc2)c(=O)n(C)c(=O)n1C	4	13	-4	1	·	·	9	-1	-3	-1	-1
CC1CCC2(CC1)NC(=O)N(CC(=O)NCc1ccc3c(c1)OCO3)C2=O (configuration not stated)	4	9	-2	11	3	2	7	-6	25	-20	10
Cc1cc(C(=O)O)n(C(C)(C)C)n1	6	11	-2	-7	3	-1	26	0	-14	15	25
COc1ccc(CNC(=O)c2cnccn2)cc1	0	3	-5	8	5	-9	2	1	7	-17	9
CCOC(=O)c1ccc(NC(=O)CSc2nnc(C3CC3)n2CC)cc1	-10	-12	·	4	4	-4	3	-1	-5	-3	·
O=C(Cn1ncc2c1-c1ccccc1OC2)Nc1cccc(Cl)c1	13	-1	-4	-5	-8	·	-3	-1	-9	-28	·
COc1ccc(C(C(=O)NCc2ccccc2)N(Cc2ccc3c(c2)OCO3)C(=O)c2cnccn2)cc1 (configuration not stated)	0	-14	-8	-4	16	-2	8	3	2	-15	2
